High-throughput results (PubChem)
PAX8 inh HTS – lowers PAX8-driven luciferase in RMG-I cells | RMG-I TPO-luciferase reporter, SteadyGlo, 24 h | inhibition, % at 12.6 µM | 360,000 tested, 1.2% active | AID 652154;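 active means mean replicate inhibition at least 60% with every replicate also reaching 60%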;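 further: luciferase light reporting Pax8 driven TPO promoter activity; plate controls were median of neutral control wells for no effect and mitoxantrone controls for full effect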
miR122 inh – inhibitors of miR-122 in Huh7 cells; Huh7 miR-122 Renilla luciferase sensor, 48 h; neutral wells = 0, positive control = 100; activation (reporter increase), % at 12.5 µM; 340,000 tested, 0.3% active; AID 602342;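 active means mean replicate activation score at least 90 and every replicate individually at or above 90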;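 further: higher luciferase means less miR-122 activity so hits act as miR-122 inhibitors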
PGC1a acetyl inh – PGC1a acetylation modulation, inhibitor mode. U2OS PGC1a acetylation, AlphaScreen anti-acetyl-lysine; with virally co-expressed GCN5 acetyltransferase. inhibition, % at 15.6 µM. 350,000 tested, 0.17% active. AID 651687;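 active means every replicate shows inhibition of at least 40%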;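 further: 0% = neutral control wells and 100% = positive control wells; some results beyond the cut were filed as inactive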
EWS-Fli block – blocks EWS/Fli oncoprotein-driven transcription; A673 NR0B1-luciferase reporter, viability-normalised; inhibition, % at 12.6 µM; 350,000 tested, 0.67% active; AID 651661;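 active means mean inhibition of at least 50% after viability correction, with every replicate also passing that limit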;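 further: firefly luciferase signal divided by Alamar Blue viability fluorescence both relative to DMSO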
CASP6 VEID inh – caspase-6 (human) enzyme inhibition; P55212; purified caspase-6, Z-VEID-R110 cleavage fluorescence; inhibition, % at 12.5 µM; 350,000 tested, 0.53% active; AID 686996;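 active means mean inhibition across replicates at least about 35%, with every replicate also reaching that limit, limit read from the data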;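 further: 0% = median of neutral control wells and 100% = no fluorescence left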
Target sequence (P55212 24-179 limits assumed): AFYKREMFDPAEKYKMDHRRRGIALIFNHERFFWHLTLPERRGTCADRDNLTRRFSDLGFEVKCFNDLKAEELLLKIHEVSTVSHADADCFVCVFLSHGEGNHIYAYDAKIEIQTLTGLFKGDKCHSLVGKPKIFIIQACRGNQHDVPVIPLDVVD
Target sequence (P55212 194-293 limits assumed): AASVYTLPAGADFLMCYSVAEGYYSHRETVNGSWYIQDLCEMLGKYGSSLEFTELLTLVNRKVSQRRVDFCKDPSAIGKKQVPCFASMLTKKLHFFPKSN
Cneo AK release – causes C. neoformans cell lysis | adenylate kinase release luminescence, 4 h; normalised: neutral wells 0, clomiphene wells 100 | 360,000 tested, 0.2% active | lysis activity, % at 15 µM;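 active means mean lysis activity across replicates of at least 80%, whatever share of replicates individually reach that level; inactive means mean lysis activity below 80%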
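Assay system: Cryptococcus neoformans yeast cells / Dosing: single-point compound dose / Timing: 4 h at 37 °C static, read 1 h later / Measured by: luminescence of released adenylate kinase using an AK detection reagent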
LGR2 inh – Drosophila LGR2 receptor signaling inhibition; HEK293 LGR2, CRE-luciferase, bursicon-stimulated, 4 h; inhibition, % at 9.99 µM; 380,000 tested, 0.35% active;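 active means drop in luminescence signal, shown as inhibition above about 50% in the replicate tests, limit read from the data, passing the limit was not always enough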;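 further: agonist challenge used bursicon conditioned medium at about half maximal strength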
FN deposition inh – fibronectin deposition inhibition; 350,000 tested, 0.086% active; AID 743247; inhibition, % at 12.6 µM; AH1F fibroblasts, Alexa488-fibronectin deposition fluorescence, overnight;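 active means mean inhibition across replicates of 30% or more, regardless of how many single replicates reach that level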;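 further: positive control wells lacked labelled fibronectin entirely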
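Schedule: 1 h cell adhesion before compound, then overnight fibronectin incubation; test system: AH1F fibroblast monolayer depositing Alexa488-labelled fibronectin into matrix; quantity: 10000 AH1F cells per well; probe or stimulus: fluorescent fibronectin at 24 nM final; signal: fluorescence, ex 485 nm, em 525 nm; evaluation: percent inhibition as loss of matrix-bound fibronectin fluorescence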
* = called active by the depositor; / = no result given; & = joins results of further samples; [ ] = dose if it differs, or a comment.

1: Cc1nc(N)sc1C(=O)N/N=C/c1c[nH]c2ccccc12
2: CCN1C(=O)NC2=C(C(=O)c3ccccc32)C1c1ccccc1F (centres undefined)
3: O=C(O)CSc1cc(C(=O)c2ccccc2O)cn2c(=O)c3c(-c4ccccc4)csc3nc12
4: Cc1nc(SCCO)c([N+](=O)[O-])[nH]1
5: Cc1ccc(S(=O)(=O)Nc2ccc3c(c2)CC(=O)N([C@H](C)CO)C[C@H](C)[C@@H](CN(C)C(=O)Nc2ccc4c(c2)OCO4)O3)cc1
6: CNS(=O)(=O)c1ccc(CNC[C@H]2O[C@@H](n3cnc4c(=O)[nH]c(N)nc43)[C@H](O)[C@@H]2O)cc1
7: O=C(NC1CCCCC1)c1cccc2c(-c3ccc(F)c(F)c3)coc12
8: N#C[C@H]1[C@@H](c2ccc(C3=CCCCC3)cc2)[C@H](CO)N1C(=O)CN1CCOCC1
9: COc1ccccc1S(=O)(=O)N(C)C[C@H]1Oc2ncc(Br)cc2C(=O)N([C@H](C)CO)C[C@H]1C
10: CCOC1=C2[C@@H](CN(S(=O)(=O)c3ccccc3C)[C@H]2c2ccc(Cl)cc2)[C@H]2C(=O)N(c3ccccc3)C(=O)[C@H]2C1
entry no.,1,2,3,4,5,6,7,8,9,10
PAX8 inh HTS,/,-5,-8,7,9,-6,26,-2,5&-17,1
miR122 inh,-1,3,-6,/,1[16.7 µM],2,1,/,5,-4
PGC1a acetyl inh,15,-3,8,3,-1,-2,1,-21,0&0,-8
EWS-Fli block,/,/,14,4,-13,-3,-22,-2,-2&-7,-2
CASP6 VEID inh,/,/,39*,-2,2,0,-1,1,-4,0
Cneo AK release,0,0,-4,/,-5,-1,1,1,-1,0
LGR2 inh,3,/,9,4,14,-8,-25,0,-7&-5,9
FN deposition inh,1,1,-4,-2,-12,3,-4,17,-1&-8,-9

11: Cc1ccc(Cc2nc3ccccc3n2C(CCc2ccccc2)c2nc3ccccc3[nH]2)cc1 (centres undefined)
12: Cc1c(C#N)c2n(c1C)CCCC(=O)N2
13: O=C(Cn1cnc2cc([N+](=O)[O-])ccc2c1=O)Nc1ccc(N2CCOCC2)cc1
14: O=C(O)c1ccccc1NC(c1ccccc1)c1ccc2cccnc2c1O (centres undefined)
15: Cc1cccc(-n2nc3c(c2NC(=O)c2c(F)cccc2F)CS(=O)(=O)C3)c1C
16: CC(C)OC(=O)c1ccc(N2CCN(c3ccccc3F)CC2)nc1
17: O=C(NC(=S)Nc1nc(-c2ccc(Br)cc2)cs1)c1ccco1
18: COC(=O)c1ccc(-n2c(C)cc(C(=O)COC(=O)C3=COCCO3)c2C)cc1
19: O=[N+]([O-])c1cc(F)cc(F)c1Nc1cc(F)cc(F)c1
20: COc1ccccc1CNC(=O)COC(=O)C1CC1
entry no.,11,12,13,14,15,16,17,18,19,20
PAX8 inh HTS,2,8,9,71*,-12,-23,1,-16,17,11
miR122 inh,/,3,-10,-2,4,-6,/,-4,/,/
PGC1a acetyl inh,/,5,4,37,6,5,/,-14,-4,/
EWS-Fli block,12,8,3,27,/,26,-5,-4,0,-2
CASP6 VEID inh,1,-1,0,12,-4,0,-1,-2,-3,-3
Cneo AK release,/,1,-3,/,-1,-3,/,0,0,3
LGR2 inh,11,4,-8,21,23,-12,-25,2,4,-37
FN deposition inh,6,0,3,23,-1,6,-7,8,/,-4

Compound profiles, from the list above:
`O=C(NC(=S)Nc1nc(-c2ccc(Br)cc2)cs1)c1ccco1` is entered as PAX8 inh HTS: 1; miR122 inh: /; PGC1a acetyl inh: /; EWS-Fli block: -5; CASP6 VEID inh: -1; Cneo AK release: /; LGR2 inh: -25; FN deposition inh: -7
`COC(=O)c1ccc(-n2c(C)cc(C(=O)COC(=O)C3=COCCO3)c2C)cc1` is entered as PAX8 inh HTS: -16; miR122 inh: -4; PGC1a acetyl inh: -14; EWS-Fli block: -4; CASP6 VEID inh: -2; Cneo AK release: 0; LGR2 inh: 2; FN deposition inh: 8

Continued.
21: CN(C)C(=O)[C@H]1[C@H](CO)[C@H]2Cn3c(ccc(C4=CCCC4)c3=O)[C@H]2N1Cc1ccccn1
22: CC(NC(=O)c1cccc(F)c1)C(c1cccs1)N1CCN(C)CC1 (centres undefined)
23: CCc1ccccc1NC(=O)c1cc(-c2ccc3c(c2)OCO3)on1
24: O=C(CCCn1c(SCC(=O)NCC2CCCO2)nc2ccccc2c1=O)NCC1CCCO1 (centres undefined)
25: C[C@H]1CN([C@@H](C)CO)S(=O)(=O)c2ccc(-c3cccnc3)cc2O[C@H]1CN(C)C(=O)CC1CC1
26: CNC[C@H]1Oc2ccc(NC(=O)C3CC3)cc2C(=O)N([C@H](C)CO)C[C@@H]1C
27: Cc1cccc(S(=O)(=O)N[C@H]2CC[C@@H](CCNC(=O)c3cnccn3)O[C@@H]2CO)c1
28: COc1cccc(S(=O)(=O)Nc2ccc3c(c2)OC[C@@H](C)N(C(=O)Cc2cccnc2)C[C@@H](C)[C@@H](OC)CN(C)C3=O)c1
29: O=C(c1ccc(=O)[nH]c1)N1CCN(S(=O)(=O)c2cc(C(F)(F)F)ccc2Cl)CC1
30: O=C1CN(S(=O)(=O)c2ccccc2)C[C@@H]2[C@@H](c3ccc(C#CCc4ccccc4)cc3)[C@H](CO)N12
entry no.,21,22,23,24,25,26,27,28,29,30
PAX8 inh HTS,/,/,-58,/,/,-11,4,-8,20,/
miR122 inh,-1[16.7 µM],-4,/,2,-2[16.7 µM],4[16.7 µM],/,15[16.7 µM],0,/
PGC1a acetyl inh,/,7,/,6,5,-15,1,6,14,-15
EWS-Fli block,4,-1,-46,/,-7,-2,-1,4,1,12
CASP6 VEID inh,-1,-3,2,/,1,1,2,/,1,-1
Cneo AK release,6,0,7,-2,-8,7,-20,/,0,/
LGR2 inh,0,-3,-26,/,5,1,0,6,2,3
FN deposition inh,/,/,0,-6,/,/,-1,1,0,/

31: CCOC(=O)c1[nH]ncc1CN1CCN(Cc2ccccc2)C(CCO)C1 (centres undefined)
32: CN1C(C)(C)CC(=NO)CC1(C)C
33: CCCCn1nnnc1C(c1ccccc1)N1CCN(c2ccc(C(F)(F)F)cn2)CC1 (centres undefined)
34: Oc1ccc(-c2csc(-c3ccccc3)n2)cc1O
35: Cc1sc2ncnc(N3CCC(C(=O)N(C)CC(=O)Nc4ccc(Cl)c(C(F)(F)F)c4)CC3)c2c1C
36: O=C(CN1CCOCC1)NCc1cc([N+](=O)[O-])ccc1O
37: CC(C)C#Cc1ccc2c(c1)O[C@H](CN(C)Cc1ccccc1)[C@@H](C)CN([C@@H](C)CO)S2(=O)=O
38: CC(=O)c1ccc(NC(=O)COC(=O)c2ccc(F)cc2F)cc1
39: Cc1nc(NC(=O)c2ccccc2)sc1C1(C)CC(c2c(Cl)cccc2Cl)=NO1 (centres undefined)
40: CCN1C(=O)CSC1=Nc1ccc(Cl)c(Cl)c1
entry no.,31,32,33,34,35,36,37,38,39,40
PAX8 inh HTS,12,-12,16,/,78*,13,/,-6,39,-10
miR122 inh,-6,65,/,-14,/,-1,70[16.7 µM],-3,/,-3
PGC1a acetyl inh,13,-1,/,13,/,-8,0,/,/,-1
EWS-Fli block,5,1,-3,0,28,4,23,-6,2,-29
CASP6 VEID inh,-4,-3,1,7,0,-2,-1,6,-5,2
Cneo AK release,/,8,/,5,-4,0,61,0,-4,0
LGR2 inh,-6,3,17,-43,-15,-3,-11,-13,/,-6
FN deposition inh,9,/,2,/,6,-13,-21,-2,3,1

41: Cc1cc(C(=O)N/N=C/c2ccncc2)c2ccccc2n1
42: CCOc1ccc(-c2csc(NNC3=NCCCCC3)n2)cc1
43: Cc1cc(S(=O)(=O)NCC(C)C)ccc1OCC(=O)NC1CC1
44: COC(=O)C[C@H]1C[C@@H]2c3cc(NS(C)(=O)=O)ccc3O[C@@H]2[C@H](CO)O1
45: COc1ccccc1NC(=O)N1CC[C@@H]2[C@H]1c1cc(-c3ccc(F)cc3)ccc1N(C)[C@@H]2CO
46: N#Cc1ccc(-c2ccc([C@@H]3[C@@H](CO)N4C(=O)CN(C(=O)C5CCCCC5)C[C@@H]34)cc2)cc1
47: Fc1cccc(CNC2CCN(CCc3ccccc3)CC2)c1
48: O=C1C2C3C=CC([C@@H]2C(=O)N1C1CCCCC1)[C@H]1C(=O)N(C2CCCCC2)C(=O)C31 (some centres undefined)
49: O=C(NC1CCCCC1)C(=S)NCCc1ccccc1
50: O=C(CCS(=O)(=O)c1ccc(Cl)cc1)Nc1nc(-c2cccnc2)cs1
entry no.,41,42,43,44,45,46,47,48,49,50
PAX8 inh HTS,9,2,2,-12,23,5,10,4,-92,18
miR122 inh,-6,-5,24,-3[16.7 µM],0[16.7 µM],/,6,-9,5,4
PGC1a acetyl inh,0,0,4,7,4,16,-8,13,-2,-3
EWS-Fli block,5,-76,2,0,-1,-1,-2,/,-73,-4
CASP6 VEID inh,-2,0,-4,-2,-2,2,-21,/,2,-3
Cneo AK release,0,/,0,-8,-1,/,0,0,0,2
LGR2 inh,5,-8,3,3,9,8,13,/,-65,-5
FN deposition inh,-2,-33,-9,/,-17,/,6,-7,2,5

51: O=[N+]([O-])c1ccc2oc(-c3cccc(O)c3)nc2c1
52: CNC(=S)Nc1ccc(N2CCCC2)c(S(=O)(=O)Nc2ccc(OC)cc2)c1
53: O=C(Nc1ccccc1)Nc1ccc2ocnc2c1
54: COC(=O)c1cc(-c2cccc(OC)c2)c2c(=O)[nH]c(=O)n(C)c2n1
55: Cc1cc(C)c(C)c(S(=O)(=O)N2CCN(CC(=O)Nc3sccc3C#N)CC2)c1C
56: CC1=CC(c2ccccc2)n2nc(NC(=O)CCC(=O)O)nc2N1 (centres undefined)
57: O=C(C[C@@H]1CC[C@H](NC(=O)Nc2ccccc2F)[C@@H](CO)O1)NCc1ccc(-c2ccccc2)cc1
58: COc1ccc(-c2nc(CS(=O)CC(=O)NC3CCCCC3)c(C)o2)cc1 (centres undefined)
59: O=c1c(-c2ccnn2-c2cccc(Cl)c2)cnc2n1CCS2
entry no.,51,52,53,54,55,56,57,58,59
PAX8 inh HTS,-107,9,-120,18,16,13,8,-4,1
miR122 inh,/,109*,-12,0,17,-6,/,19,13
PGC1a acetyl inh,-4,/,9,3,/,7,1,-6,-2
EWS-Fli block,-15,1,-73,-2,5,-2,-6,/,/
CASP6 VEID inh,-1,8,/,0,-1,3,3,1,/
Cneo AK release,/,0,-1,-3,0,1,/,-1,2
LGR2 inh,-6,1,-17,-8,4,10,11,6,/
FN deposition inh,-3,-5,2,-2,-2,4,/,-4,-16

Rewritten as labelled records: part of the list above
[52] CNC(=S)Nc1ccc(N2CCCC2)c(S(=O)(=O)Nc2ccc(OC)cc2)c1
  PAX8 inh HTS: 9; miR122 inh: 109*; PGC1a acetyl inh: /; EWS-Fli block: 1; CASP6 VEID inh: 8; Cneo AK release: 0; LGR2 inh: 1; FN deposition inh: -5

[53] O=C(Nc1ccccc1)Nc1ccc2ocnc2c1
  PAX8 inh HTS: -120; miR122 inh: -12; PGC1a acetyl inh: 9; EWS-Fli block: -73; CASP6 VEID inh: /; Cneo AK release: -1; LGR2 inh: -17; FN deposition inh: 2
